# SRC1 TRFRET art: counter-screen for PPARgamma SRC-1 recruitment agonists: TR-FRET artefact. TR-FRET detection artefact counter-screen, emission ratio; active compounds read high. TR-FRET ratio at 8 µM. 99,000 tested, 0.34% active; in the data active = TR-FRET ratio above about 2300; note: inactives centre near 1800; reference of the scale not given here
# SRC3 TRFRET art: counter-screen for PPARgamma SRC-3 recruitment agonists: TR-FRET artefact. PPARgamma/SRC-3 format; active compounds read high. TR-FRET ratio at 8 µM. 99,000 tested, 0.39% active. AID 1048; in the data active = TR-FRET ratio above about 2000; note: inactives centre near 1600; reference of the scale not given here
# * marks the source's active call; other numbers are inactive results. An excerpt; the hit share may differ from the screen's.
SMILES | SRC1 TRFRET art | SRC3 TRFRET art
c1ccc(-c2cn(-c3ccccc3)c3[n+]2CCS3)cc1 | 2096 | 1516
COc1cccc(CNC(=O)CCCCCn2c(=S)[nH]c3ccc(N4CCOCC4)cc3c2=O)c1 | 1814 | 1604
O=C1CC(c2cccc(Cl)c2)CC(O)=C1C=Nc1ccccc1 (stereo unspecified) | 1804 | 1512
CN(C)c1ccc(NC(=S)c2ccccn2)cc1 | 1757 | 1446
O=C(Nc1ccc(Cl)cc1)c1ccc(OC2CSC2)cc1 | 1904 | 1611
CCn1c(SCC(=O)NNC(=O)c2ccccc2)nnc1-c1ccco1 | 1506 | 1443
CNC(=O)NC(=O)C(C)Oc1ccccc1F (stereo unspecified) | 1754 | 1528
CCC(Sc1nc2ccccc2[nH]1)C(=O)Nc1ccc(NC(C)=O)cc1 (stereo unspecified) | 1711 | 1605
O=c1[nH][nH]c(-c2ccccc2O)c1C(C[N+](=O)[O-])c1cccc(Cl)c1 (stereo unspecified) | 1943 | 1554
CCOC(=O)C1=C(CBr)NC(=O)NC1C (stereo unspecified) | 1787 | 1598
CCOC(=O)c1cc(-c2cccnc2)nn1-c1ccccc1C | 1780 | 1413
O=C(COc1ccccc1)NCC(=O)NC1CCCCC1 | 1892 | 1654
CC(/C=C/c1ccco1)=N\NC(=O)c1cc(Cl)ccc1O | 1702 | 1726
Cc1cccc(NC(=O)C(C)OC(=O)c2ccccc2NS(=O)(=O)c2cc(C)c(C)c([N+](=O)[O-])c2)c1 (stereo unspecified) | 1609 | 1486
CCS(=O)(=O)N1CCC(C(=O)N2CCN(Cc3ccccc3)CC2)CC1 | 1796 | 1553
COC(=O)C1=NN(C(=O)c2ccc(Br)cc2)C(O)(C(C)(C)C)C1 (stereo unspecified) | 1744 | 1745
NC(=O)C(c1ccccn1)c1ncc(C(F)(F)F)cc1Cl (stereo unspecified) | 1363 | 1330
COc1ccc(C(=O)NCc2cccnc2)cc1S(=O)(=O)N1CCCc2ccccc21 | 1885 | 1875
COc1ccc(C(=O)Nc2ccc(O)cc2C(=O)O)cc1 | 1834 | 1452
Cc1c(NS(=O)(=O)c2ccc(Cl)c(C(=O)OCC(=O)NCc3ccco3)c2)c(=O)n(-c2ccccc2)n1C | 1906 | 1933

# (continued)
SMILES | SRC1 TRFRET art | SRC3 TRFRET art
O=C(Cn1cc(C(F)(F)F)cc(Cl)c1=O)NCCc1ccccc1 | 1698 | 1594
CN(C)c1ccc(P(=O)(Nc2cccc(C(F)(F)F)c2)N2CCOCC2)c(NC(=O)c2cccs2)c1 (stereo unspecified) | 1675 | 1395
Cc1cc(-c2n[nH]c(=S)n2Cc2ccco2)n(C)n1 | 2099 | 1764
CCN(C(=S)Nc1ccc(C(C)=O)cc1)C1CCCCC1 | 1767 | 1551
Cc1ccc(C2C(C(=O)O)c3ccccc3C(=O)N2C)c(C)c1 (stereo unspecified) | 2100 | 1491
Cc1ccc(-n2nc(C(=O)NCc3ccco3)c3c4ccccc4n(C)c3c2=O)cc1 | 1644 | 1313
CCCCNC(=O)CCn1c(=O)c2ccccc2n(Cc2cc(C)ccc2C)c1=O | 1844 | 1648
CN(CC(=O)Nc1ccc(F)cc1)c1ccc(S(=O)(=O)N2CCCC2)cn1 | 1924 | 1611
CC(C)(C)C1CCC(OCC(O)CN2CCCC2)CC1 (stereo unspecified) | 1735 | 1540
CCCN1CCN(C(=O)c2nn(-c3ccc(OC)cc3)c(=O)c3c2c2ccccc2n3C)CC1 | 1926 | 1749
COC(=O)c1ncn(C2OC(COC(C)=O)C(OC(C)=O)C2OC(C)=O)n1 (stereo unspecified) | 1720 | 1482
CN(C)NC(=O)C(NC(=O)c1ccc(N)cc1)C12CC3CC(CC(C3)C1)C2 (stereo unspecified) | 1888 | 1785
COc1ccc(CN2CCNC(=O)C2CC(=O)N2CCCCO2)cc1OC (stereo unspecified) | 1633 | 1654
N/C(=N\OC(=O)CC1CCCCC1)c1ccc([N+](=O)[O-])cc1 | 1727 | 1522
COc1ccc(C(=O)NC2CC(C)(C)Cc3occc32)cc1 (stereo unspecified) | 1707 | 1378
Cc1ccc(NS(=O)(=O)c2ccc(C)c(NC(=O)COc3ccccc3)c2)c(C)c1 | 1459 | 1461
CCC(=O)NCCc1nc2ccccc2n1CC(=O)c1ccccc1 | 1848 | 1561
COc1ccc2c(C)cc(=S)[nH]c2c1 | 2499* | 2185*
COC(=O)c1ccccc1NC(=O)c1ccc2nccnc2c1 | 1516 | 1540
O=C(CN1C(=O)CS/C1=C\c1nc(-c2ccc(Cl)cc2)cs1)Nc1cccnc1Cl | 1669 | 1339

# The results go on.
SMILES | SRC1 TRFRET art | SRC3 TRFRET art
Cc1ccc(C(=O)Nc2cccnc2N2CCN(C)CC2)cc1 | 1958 | 1648
O=C(Nc1ncc2c(n1)-c1ccccc1CC2)C1CC1 | 1866 | 1564
N#Cc1ccc(Oc2ccc(-c3nc4ccccc4nc3-c3ccccc3)cc2)cc1C#N | 1952 | 1580
O=C(Nc1ccc(Cl)cc1)Nc1nnc(SCc2ccccc2)s1 | 1692 | 1733
Cc1cc(C(=O)NCCc2ccccc2)c2cc(F)ccc2n1 | 1818 | 1493
Cc1ccc(C(=O)NN2C(=O)C3C4c5ccccc5C(c5ccccc54)[C@@H]3C2=O)cc1 (stereo partly specified) | 1752 | 1572
CC1Cc2ccccc2N1C(=O)c1nn(C)cc1Br (stereo unspecified) | 1895 | 1506
CCOc1ccc(CCNC(=O)C2CCN(c3nn4c(=O)cc(C)nc4s3)CC2)cc1 | 1813 | 1484
O=C(CSc1nnc(-c2ccncc2)n1-c1ccccc1)Nc1ccc(C(=O)O)cc1 | 1703 | 1634
N=c1c2c(-c3ccccc3)c(-c3ccccc3)n(Cc3ccco3)c2ncn1CCCn1ccnc1 | 1762 | 1578
Cc1ccc(-c2ccc(SCC(=O)N3CCCc4ccccc43)nn2)cc1 | 1896 | 1520
O=C(Nc1ccc2c(c1)C(=O)N(c1ccccc1)C2=O)c1cccs1 | 1751 | 1552
CC(NC(=O)CSc1nc(=O)cc(N)n1-c1ccccc1)c1ccccc1 (stereo unspecified) | 1712 | 1586
COc1ccc(-c2nc3cc([N+](=O)[O-])ccc3o2)cc1OC | 1692 | 1543
O=C(COC(=O)c1ccc(F)cc1F)NC1CC1 | 1342 | 1524
CN(C)S(=O)(=O)c1cccc(NS(=O)(=O)c2ccc(Cl)s2)c1 | 1634 | 1492
O=C(Cn1c(-c2ccccn2)nc2ccccc21)N/N=C/c1ccccn1 | 1837 | 1466
O=C1CCCc2nc3c(cc21)C(O)Oc1c-3ccc2ccccc12 (stereo unspecified) | 1996 | 1739
N/C(=N\NC(=O)c1sccc1OCc1ccc(Cl)cc1Cl)c1ccccn1 | 1900 | 1709
COC(CN(C(=O)CCl)C(C(=O)NC1CCCC(C)C1C)c1ccc(C)cc1)OC (stereo unspecified) | 2017 | 1445

# 4 successive records out of the list so far, quoted:
SMILES | SRC1 TRFRET art | SRC3 TRFRET art
O=C(Cn1c(-c2ccccn2)nc2ccccc21)N/N=C/c1ccccn1 | 1837 | 1466
O=C1CCCc2nc3c(cc21)C(O)Oc1c-3ccc2ccccc12 (stereo unspecified) | 1996 | 1739
N/C(=N\NC(=O)c1sccc1OCc1ccc(Cl)cc1Cl)c1ccccn1 | 1900 | 1709
COC(CN(C(=O)CCl)C(C(=O)NC1CCCC(C)C1C)c1ccc(C)cc1)OC (stereo unspecified) | 2017 | 1445

# (next part)
SMILES | SRC1 TRFRET art | SRC3 TRFRET art
COC(=O)c1c(C)nc(C)c2c(=O)oc3ccccc3c12 | 1912 | 1803
CC(=O)O[C@]1(C(C)=O)CC[C@H]2[C@@H]3C=C(Cl)C4=CC(=O)CC[C@]4(C)[C@H]3CC[C@@]21C | 1901 | 1851
CC1(C)Cc2ccccc2C(/C(=N\Nc2cccc(Cl)c2)C(N)=O)=N1 | 2040 | 1763
CCNc1ccc(S(=O)(=O)NCCN(C)C)cc1[N+](=O)[O-] | 1946 | 1684
Fc1ccccc1NC(=S)N(CCN1CCCCC1)Cc1ccco1 | 1999 | 1544
CC(C)C(NC(=O)c1ccco1)C(=O)OCC(=O)Nc1ccc(C(N)=O)cc1 (stereo unspecified) | 1977 | 1411
CCN(CC)S(=O)(=O)c1ccc(C)c(NC(=O)CSc2nc3ccccc3[nH]2)c1 | 1979 | 1655
COc1cc(/C=C2\SC(=S)NC2=O)ccc1OS(=O)(=O)c1ccccc1 | 1927 | 1681
CCC(=O)N1CCC(C(N)=O)(N2CCCCC2)CC1 | 1723 | 1449
C/C=C/C=N/NC(=O)CN(c1ccc(Br)cc1)S(=O)(=O)c1ccccc1 | 1848 | 1695
CC1(C)CC(=O)c2cnc(NC3CC3)nc2C1 | 1860 | 1571
O=C(O)/C=C/C(=O)Nc1ccc(S(=O)(=O)N2CCCC2)cc1 | 1794 | 1644
CC1c2nc3ccccc3n2C(CC(=O)NC2CC2)C(=O)N1Cc1ccccc1 (stereo unspecified) | 1669 | 1513
Cn1c(=O)c(Nc2ccc(O)cc2)c2c3c(cccc31)C(=O)c1ccccc1-2 | 1856 | 1301
O=C(NCCCN1CCOCC1)c1ccccc1NS(=O)(=O)c1ccc(Br)cc1 | 1769 | 1432
CCC(=O)N1CCc2cc(OC)c(OC)cc2C1COc1ccccc1OC (stereo unspecified) | 1748 | 1553
Cc1ccsc1CN(C)C(=O)CCc1nnc(COc2ccccc2)o1 | 1684 | 1647
COC(=O)c1ccc(CSc2nnc3sc4ccccc4n23)o1 | 1907 | 1288
O=C(CC12CC3CC(CC(C3)C1)C2)NC(=S)Nc1ccc(CN2CCOCC2)cc1 | 1681 | 1478
COC(=O)c1ccc(NC(=O)Nc2ccccc2F)cc1 | 1803 | 1692

# 3 of these compounds, set out differently:
O=C(CC12CC3CC(CC(C3)C1)C2)NC(=S)Nc1ccc(CN2CCOCC2)cc1
  SRC1 TRFRET art: 1681	SRC3 TRFRET art: 1478

CCC(=O)N1CCC(C(N)=O)(N2CCCCC2)CC1
  SRC1 TRFRET art: 1723	SRC3 TRFRET art: 1449

COC(=O)c1ccc(NC(=O)Nc2ccccc2F)cc1
  SRC1 TRFRET art: 1803	SRC3 TRFRET art: 1692

# More compounds follow:
SMILES | SRC1 TRFRET art | SRC3 TRFRET art
Cc1noc(C)c1COc1ccc(C(=O)Nc2ccccc2)cc1 | 1637 | 1415
COc1ccccc1N1CCN(CCCCCCOc2ccc(F)cc2)CC1 | 1882 | 1721
CC(C)c1nc2ccccc2n1CC(O)COC1CCCCC1 (stereo unspecified) | 1677 | 1740
COCCN(CCOC)S(=O)(=O)c1ccc(C(=O)Nc2ccc(S(=O)(=O)Nc3nccc(C)n3)cc2)cc1 | 1924 | 1392
Cc1cc[n+](CC(=O)c2ccc(NC(=O)c3ccccc3)cc2)cc1 | 1897 | 1801
Cc1ccccc1NC(=O)CSc1ccsc1[N+](=O)[O-] | 1617 | 1663
Cc1cc(C)n(-c2ncnc3ccccc23)n1 | 1962 | 1567
COc1cccc(/C=C/C(=O)Nc2cccc(C(C)=O)c2)c1OC | 1880 | 1469
O=C(NNS(=O)(=O)c1ccc(Cl)cc1)c1ccc(S(=O)(=O)N2CCCCC2)cc1 | 1925 | 1546
Cc1ccc(S(=O)(=O)N(CC(=O)Nc2ccccc2C(=O)O)c2ccccc2C)cc1 | 1891 | 1628
Cc1c(CN2CCCC(CO)(Cc3cccc(Cl)c3)C2)cnn1C (stereo unspecified) | 1769 | 1401
COc1ccc(-n2nc3c(=O)[nH][nH]c3cc2=O)cc1 | 1612 | 1563
CC1CCCC(NC(=O)c2cn(C)c3ccc(S(=O)(=O)N4CCCC4)cc3c2=O)C1C (stereo unspecified) | 1935 | 1479
c1ccc(-c2nnc(OCc3cccnc3)c3ccccc23)cc1 | 1898 | 1646
O=c1[nH]c(C2CCCN(S(=O)(=O)c3ccccc3)C2)nc2c1nnn2Cc1ccccc1F (stereo unspecified) | 1658 | 1512
Cc1ccc(NC(=O)CN(C)C2CCCCC2)cc1Br | 1731 | 1483
O=C(NC(=S)Nc1nc(-c2cccc([N+](=O)[O-])c2)cs1)c1ccccc1Cl | 1964 | 1432
O=S1(=O)N=C(N/N=C/c2ccccn2)c2ccccc21 | 1811 | 1636
COc1ccc(CN2CCNC(=O)C2CC(=O)NCCc2c[nH]c3ccccc23)c(OC)c1 (stereo unspecified) | 1503 | 1399
COc1ccc(C2CC(c3ccc4ccccc4c3)=NN2C(=O)CN2C(=O)CCC2=O)cc1 (stereo unspecified) | 1887 | 1492

# Further results
SMILES | SRC1 TRFRET art | SRC3 TRFRET art
CC1=C(C(=O)Nc2ccccc2)C2(CCCCC2)C(C(N)=O)C(=S)N1 (stereo unspecified) | 1605 | 1347
Cc1ccc(S(=O)(=O)N(CC(=O)N/N=C\c2cccs2)c2cccc3cccnc23)cc1 | 1715 | 1429
Cc1nonc1OCCNCc1c(C(=O)N2CCCCCCC2)nc2ccc(Cl)cn12 | 1509 | 1667
Cc1ccc(-c2nc(C)sc2CC(=O)Nc2nnc(C)s2)cc1 | 1753 | 1716
CN(Cc1nc(-c2cnccn2)no1)CC1CCN(Cc2ccccc2)CC1 | 1700 | 1396
O=C(O)CCCNc1n[nH]c(=O)[nH]c1=O | 1799 | 1635
Cn1c(=O)c2c(nc(CN3CCOCC3)n2CCN2CCOCC2)n(C)c1=O | 1635 | 1479
CCCC(O)(c1ccc(OC)cc1)C(CN1CCOCC1)c1ccccc1 (stereo unspecified) | 2008 | 1700
O=C(NCc1ccccn1)c1ccccc1-c1ccccc1 | 1743 | 1536
C=CCc1cc(Cl)ccc1OCCCNC(C)C | 1836 | 1662
Cc1ccc(SCC(=O)Nc2cccc(C)c2)cc1 | 2064 | 1551
NC(=O)c1ccc(NC(=O)COC(=O)c2ccccc2Nc2ccccc2)cc1 | 1713 | 1530
COc1ccc(NC(=O)COc2ccc(/C=N/O)cc2OC)cc1 | 1735 | 1546
O=C(Cn1cc(SCc2ccccc2Cl)c2ccccc21)N1CCOCC1 | 1868 | 1569
Cc1cc(N=NC(=O)c2ccccc2)ccc1O | 1788 | 1596
COc1ccc(S(=O)(=O)N(C(=O)c2ccncc2)c2ccc3oc4c(c3c2)CCCC4)cc1 | 1748 | 1547

# Bioassay records as filed in PubChem.
